# Screens deposited in PubChem by NCI.
# Growth percent in the NCI-60 one-dose screen (48 h, 10 µM unless noted): 100 = growth as untreated, 0 = no growth, -100 = all killed.
# PC-3: PC-3 prostate cancer cells; actives 3.9% (n = 80,000)
# OVCAR-3: OVCAR-3 ovarian cancer; actives 7% (n = 79,000)
# U251: U251 CNS tumor cells; AID 1794753; actives 5.4% (n = 80,000)
# SK-OV-3: SK-OV-3 ovarian cancer cells; actives 3.2% (n = 80,000)
# OVCAR-8: OVCAR-8 ovarian cancer. actives 4.4% (n = 81,000). AID 1794782
# OVCAR-5: OVCAR-5 ovarian cancer. AID 1794783. actives 2.9% (n = 82,000)
# SF-295: SF-295 CNS cancer cells | actives 5.6% (n = 79,000)
# DU-145: DU-145 prostate cancer; actives 4.2% (n = 81,000); AID 1794760
# OVCAR-4: OVCAR-4 ovarian cancer cells; AID 1794784; actives 3.7% (n = 80,000)
# * = called active by the depositor; nt = not tested or not shown; & = joins results of further samples. Rule for the calls: active = growth percent below 10; inactive = the rest.
# The opening 10 compounds as a preview:
item	Molecule	PC-3	OVCAR-3	U251	SK-OV-3	OVCAR-8	OVCAR-5	SF-295	DU-145	OVCAR-4
1	CC1CCN(C(C(=O)c2ccccc2)c2ccccc2)CC1 (stereo not given)	104.5	109.0	109.1	91.4	nt	95.2	99.2	112.8	104.7
2	COc1ccc(/C(CSc2nc3c([nH]2)c(=O)n(C)c(=O)n3C)=N\O)cc1	101.5	111.2	97.7	104.5	92.7	107.6	96.7	106.9	113.0
3	N#Cc1c(-c2ccccc2)nc2c(c(-c3ccccc3)nn2-c2ccccc2)c1-c1ccc(N2CCOCC2)cc1	81.7	96.0	65.9	108.1	99.0	101.9	107.4	91.5	102.8
4	COc1ccccc1N=Nc1c(S(=O)(=O)O)cc2cc(S(=O)(=O)O)cc(NC(C)=O)c2c1O	90.0	111.0	103.7	106.0	103.4	107.9	109.7	107.0	108.2
5	CCCC/C=N/NC(=S)NCc1ccccc1	86.1	103.9	97.1	88.9	97.5	92.7	102.0	106.4	96.3
6	O=C(c1ccccc1)N(CCN1CCOCC1)C(=O)c1ccccc1	101.0	110.4	107.4	116.2	108.2	nt	92.3	110.1	105.3
7	CCOc1cc2c(cc1CC(Br)CBr)OCO2 (stereo not given)	97.1	103.8	89.8	102.4	90.3	82.5	98.0	106.2	111.1
8	CN1C(=O)C(C(=O)/C=C/c2ccc3c(c2)OCO3)C(=O)N(C)C1=O	58.3	59.2	56.0	80.8	56.2	94.0	69.1	52.8	78.8
9	O=CC(O)C(O)C(O)CO (stereo not given)	98.4&41.2	105.8&106.2	105.3&101.8	101.1&115.9	105.8&110.0	97.7&57.6	120.6	107.5&107.3	113.8&100.9
10	CCCC/C(=C\c1ccc(O)c(O)c1)C(=O)NC(Cc1ccccc1)C(=O)C(=O)NCCc1ccc(OC)cc1 (stereo not given)	94.4	93.7	102.5	104.7	97.2	99.3	97.8	103.7	92.7

# The whole of this part, repeating the preview:
item	Molecule	PC-3	OVCAR-3	U251	SK-OV-3	OVCAR-8	OVCAR-5	SF-295	DU-145	OVCAR-4
1	CC1CCN(C(C(=O)c2ccccc2)c2ccccc2)CC1 (stereo not given)	104.5	109.0	109.1	91.4	nt	95.2	99.2	112.8	104.7
2	COc1ccc(/C(CSc2nc3c([nH]2)c(=O)n(C)c(=O)n3C)=N\O)cc1	101.5	111.2	97.7	104.5	92.7	107.6	96.7	106.9	113.0
3	N#Cc1c(-c2ccccc2)nc2c(c(-c3ccccc3)nn2-c2ccccc2)c1-c1ccc(N2CCOCC2)cc1	81.7	96.0	65.9	108.1	99.0	101.9	107.4	91.5	102.8
4	COc1ccccc1N=Nc1c(S(=O)(=O)O)cc2cc(S(=O)(=O)O)cc(NC(C)=O)c2c1O	90.0	111.0	103.7	106.0	103.4	107.9	109.7	107.0	108.2
5	CCCC/C=N/NC(=S)NCc1ccccc1	86.1	103.9	97.1	88.9	97.5	92.7	102.0	106.4	96.3
6	O=C(c1ccccc1)N(CCN1CCOCC1)C(=O)c1ccccc1	101.0	110.4	107.4	116.2	108.2	nt	92.3	110.1	105.3
7	CCOc1cc2c(cc1CC(Br)CBr)OCO2 (stereo not given)	97.1	103.8	89.8	102.4	90.3	82.5	98.0	106.2	111.1
8	CN1C(=O)C(C(=O)/C=C/c2ccc3c(c2)OCO3)C(=O)N(C)C1=O	58.3	59.2	56.0	80.8	56.2	94.0	69.1	52.8	78.8
9	O=CC(O)C(O)C(O)CO (stereo not given)	98.4&41.2	105.8&106.2	105.3&101.8	101.1&115.9	105.8&110.0	97.7&57.6	120.6	107.5&107.3	113.8&100.9
10	CCCC/C(=C\c1ccc(O)c(O)c1)C(=O)NC(Cc1ccccc1)C(=O)C(=O)NCCc1ccc(OC)cc1 (stereo not given)	94.4	93.7	102.5	104.7	97.2	99.3	97.8	103.7	92.7
11	CCOC(=O)CSc1nc2c(c(=O)n(C)c(=O)n2C)n1CC	98.5	98.3	94.2	117.3	97.9	95.1	101.0	97.4	112.6
12	Cc1[nH]nc2c1C(c1cnn(C)c1)C(C#N)=C(N)O2 (stereo not given)	91.2	105.6	101.5	102.8	99.8	108.8	104.8	110.1	100.7
13	CC(C)(C)c1nn(-c2ccccc2)c2c1COCN2Cc1cccnc1	89.6	111.3	98.9	105.4	93.4	100.4	80.7	114.0	94.8
14	CCCCCCCCOC(=O)c1cc(Cl)c(O)c(OC)c1	83.5	98.8	86.6	101.3	94.7	105.4	94.5	105.7	74.0
15	Cc1ccc(-c2c(O)c3cc(C)c(C)cc3c3oc(=O)sc23)cc1	64.2	111.9	92.0	94.0	94.4	112.1	93.2	91.3	79.6
16	Cc1ccc(NC(=O)/C=N/O)cc1C	86.5	87.0	89.8	81.3	98.6	96.9	85.4	103.9	85.2
17	CCCCc1nc(Cl)c(C2CC(C3C(=O)N(C)C(=O)N(C)C3=O)=NN2C(C)=O)[nH]1 (stereo not given)	96.5	103.9	105.7	91.5	100.2	101.2	114.2	116.0	113.9
18	CSCc1nc2ccccc2c(C)[n+]1[O-]	95.0	107.1	99.4	95.7	98.2	104.6	103.6	114.8	99.3
19	CS(=O)(=O)Nc1ccc(CNC(=O)c2ccsc2Nc2ccnc(C(F)(F)F)c2)cc1	90.3	106.5	98.8	110.5	99.1	101.4	93.5	107.8	105.0
20	CC1=CC(C)(C)Nc2ccc(Cc3ccc4c(c3)C(C)=CC(C)(C)N4)cc21	nt	97.4	93.5	105.1	96.9	89.7	139.3	98.1	72.2
21	CCOC(=O)NC1C2CC3C(C2)C31 (stereo not given)	91.7	115.1	97.6	95.9	94.7	97.2	123.5	106.1	109.5
22	C#CCOc1ccc(C(Nc2ccccc2F)c2nnnn2C2CCCCC2)cc1 (stereo not given)	83.7	113.3	86.0	105.7	91.8	89.8	77.1	102.0	97.0
23	CNCCCOc1c(Br)cc(CCNC(=O)/C(Cc2ccc(OC)c(Br)c2)=N/O)cc1Br	34.5	65.5	27.5	63.4	73.2	86.7	19.8	61.2	27.9
24	O=C(O)C1(NO)CCCCC1	104.2	110.0	113.6	105.7	109.0	110.9	98.6	109.7	106.8
25	Cc1cc(NS(=O)(=O)c2ccc(-c3cnc(C4CC4)o3)cc2)ccc1I	22.7	8.3*	30.1	66.2	46.4	54.6	-2.4*	26.0	59.9
26	O=C(Cc1ccccc1)NCc1ccccc1	108.0	111.3	109.5	110.1	109.4	134.5	100.4	109.2	109.1
27	CCOC(=O)C(/C=C/C(C)C)(C(=O)OCC)C(C)C	99.2	125.4	114.1	94.6	105.6	117.1	124.5	123.0	123.8
28	COc1ccc(C(O)C#N)cc1OC (stereo not given)	102.7	113.9	101.2	111.8	103.2	111.8	119.2	113.3	121.7
29	COc1cc(NC(=O)CSc2nc3ccccc3c(=O)n2CCc2ccc(S(N)(=O)=O)cc2)cc(OC)c1OC	98.7	103.6	102.5	116.4	108.0	104.0	104.4	98.4	100.3
30	CC1C(c2ccccc2)OCN1CC=C(c1ccsc1)c1ccsc1 (stereo not given)	72.5	79.4	87.2	94.2	89.6	86.0	94.4	99.3	78.1
31	COc1cc(/C=C/C(=O)O)ccc1OCc1cn(-c2ccc(Cl)cc2)nn1	104.9	107.3	97.3	108.3	103.0	115.4	92.4	106.2	102.5
32	CC(N)C(=O)NC(CC(=O)O)C(=O)O (stereo not given)	100.9	111.4	nt	83.2	107.6	97.6	91.6	113.0	77.0
33	COc1ccc(-c2nc3c4c(-c5ccccc5)cn(-c5c(C)n(C)n(-c6ccccc6)c5=O)c4ncn3n2)cc1	82.1	112.4	100.1	93.0	104.3	98.5	96.1	118.5	95.0
34	Cc1ccc(Cn2c(NCCN=C(N)N)nc(=O)n(Cc3ccc(C(F)(F)F)cc3)c2=O)cc1	77.4	115.8	77.1	103.9	97.6	93.7	nt	118.2	101.8
35	BrC1c2ccccc2-c2ccccc21	101.6	115.3	112.5	104.7	108.5	109.9	123.2	121.7	95.7
36	CC(=O)/C(=C\c1cccc([N+](=O)[O-])c1)C(=O)Nc1ccccc1C	86.1	109.6	90.5	103.4	93.0	110.3	99.6	110.6	89.5
37	CCc1c2c(c(C)c3c1oc1cc(OC)ccc13)C(=O)N(O)C2=O	93.8	113.5	100.9	131.0	106.5	100.7	100.5	107.5	109.0
38	O=C(CCCCC(=O)Nc1cccc(Cn2nnc3cc(Cl)c(Cl)cc32)c1)Nc1cccc(Cn2nnc3cc(Cl)c(Cl)cc32)c1	105.7	112.7	93.7	94.1	94.9	99.5	103.6	114.2	103.3
39	O=C(CSc1cc[n+](CCCCF)c2ccccc12)n1ccc2ccccc21	91.5	104.0	92.1	92.4	97.8	97.1	99.6	112.3	91.5
40	CC1CC=CCC1COC(=O)CCCCC(=O)OCC1CC=CCC1C (stereo not given)	91.4	111.2	94.8	89.7	101.9	100.7	97.1	101.3	101.0
41	CC(O)c1ncc(/C=C2\SC(=S)N(Cc3ccco3)C2=O)s1 (stereo not given)	93.9	97.7	99.1	79.4	102.5	107.6	106.0	98.0	107.1
42	Cc1ccc(C2CC(c3ccc(Nc4nc(NCCO)nc(NCCO)n4)cc3)=NN2c2ccc(Cl)cc2)cc1 (stereo not given)	33.5	45.7	36.3	98.6	66.0	99.0	30.3	62.6	63.9
43	NN1CCOC(c2ccccc2)C1 (stereo not given)	94.3	106.0	102.4	105.5	102.7	97.1	118.4	102.5	119.1
44	CC1(C)CC[C@]2(CO)CC[C@]3(C)C(=CC[C@@H]4[C@@]5(C)CCNCC(C)(C)[C@@H]5CC[C@]43C)[C@@H]2C1	59.0	89.5	56.6	95.4	87.4	81.8	97.6	81.5	81.0
45	c1ccc(Nc2ccccn2)cc1	102.1	115.9	103.4	105.4	106.7	105.7	102.3	111.1	nt
46	O=C1N(Nc2ccccc2)C(=Nc2ccccc2)SC12C(c1ccc([N+](=O)[O-])cc1)CN(C1CCCCC1)C21C(=O)Nc2ccccc21 (stereo not given)	43.6	67.0	72.6	99.8	80.8	80.9	47.7	83.4	65.2
47	O=C(CN1CCCCC1)NNc1ncnc2ccccc12	106.3	110.5	103.2	115.8	102.4	106.6	98.4	107.5	105.2
48	Oc1c(Cl)cc(Cl)c(Cl)c1Cl	98.1	107.1	96.8	93.1	106.0	105.0	102.8	106.1	106.3
49	CCCCOC(=O)c1ccccc1C(=O)c1ccccc1	83.9	nt	104.8	107.9	93.8	87.9	108.3	115.7	nt
50	Cc1cc2nc3c4ccc(Br)cc4n(CCN(C)C)c3nc2cc1C	12.8	21.1	15.1	33.8	21.6	25.1	14.8	3.2*	12.3
51	CN(C)c1ccc(C=O)cc1	102.9	101.3	113.3	104.4	103.9	106.1	101.2	99.8	94.6
52	CN(Cc1ccccc1)CC1C2CCC(C2)C1O (stereo not given)	90.9&94.8	104.5&124.3	102.4&108.7	115.3	107.1&112.1	107.7&112.8	106.0&126.3	104.6&122.3	102.3&111.4
53	COc1ccc(OC)c(C2NC(=O)NC(C)=C2C(=O)c2ccc(Cl)cc2)c1 (stereo not given)	97.0	112.9	108.7	114.3	113.5	98.7	137.4	121.4	106.7
54	CCN(CC)c1ccc2c(-c3ccccc3C(=O)O)c3ccc(=[N+](CC)CC)cc-3oc2c1	72.2	85.3	90.9	102.2	83.9	88.3	94.9	94.3	100.5
55	CC(C)CC(N)(C(=O)O)C1CCCC1 (stereo not given)	84.6	113.6	92.2	111.1	98.0	104.2	95.4	111.4	105.7
56	C#CCOC(=O)CNC(=O)[C@@]1(C)CC[C@]2(C)CC[C@]3(C)C(=CC(=O)[C@@H]4[C@@]5(C)CCC(=O)C(C)(C)[C@@H]5CC[C@]43C)[C@@H]2C1	100.2	104.8	108.7	118.4	118.9	114.9	110.3	96.1	105.2
57	CCOC(=O)CCCCN1C(=O)S/C(=C\c2ccc(Cl)cc2)C1=O	96.7	nt	99.1	106.3	100.3	95.0	101.1	109.8	103.0
58	CCCCNCC(=O)Nc1cc(NC(=O)CNCCCC)c(C)c(NC(=O)CNCCCC)c1	75.6	112.1	90.7	99.6	83.4	113.8	102.8	107.0	120.2
59	O=S(=O)(NCCCNc1cc(-c2cn(-c3ccccc3)nc2-c2cccc(O)c2)ccn1)c1ccc(C(F)(F)F)cc1	13.7	49.6	36.8	54.8	53.0	57.8	-3.8*	60.8	45.1
60	COC(=O)c1c(NC(=O)CSc2nnnn2-c2ccc(OC)cc2)sc(C)c1C	85.0	99.2	99.6	95.9	87.0	102.8	155.8	107.6	94.5

# More entries.
item	Molecule	PC-3	OVCAR-3	U251	SK-OV-3	OVCAR-8	OVCAR-5	SF-295	DU-145	OVCAR-4
61	O=C(c1ccccc1)C(O)(c1ccccc1)c1ccccc1	84.9	107.6	101.3	108.6	110.0	111.1	108.6	112.8	105.8
62	CN(Cc1ccccc1)c1nc(Cl)c(C2CC(c3ccc(F)cc3)=NN2C=O)s1 (stereo not given)	83.6	100.3	97.7	113.1	100.3	99.8	92.2	103.6	90.9
63	C=C(C)[C@@H]1CC[C@]2(C(N)=O)CC[C@]3(C)[C@H](CC[C@@H]4[C@@]5(C)CCC(=O)C(C)(C)[C@@H]5CC[C@]43C)[C@@H]12	33.5	74.6	73.7	86.3	70.0	115.1	62.3	90.0	82.6
64	COc1cc(/C=N/NC(=S)Nc2ccccc2)ccc1O	99.9	103.6	89.1	87.2	95.7	90.7	100.4	108.2	107.7
65	COc1cc(C(=O)NCc2ccccc2OCCN(C)C)cc(OC)c1OC	98.0	106.2	94.7	103.7	101.6	102.8	102.3	111.4	118.4
66	O=C(CCCn1c2c(sc3ccccc32)c(=O)n2nnc(-c3ccccc3)c12)NCCc1cnc[nH]1	-84.5*	-49.7*	-83.2*	5.5*	-50.6*	-82.1*	-42.6*	-100.0*	-92.5*
67	O=C1OCCN1/N=C\c1ccccc1	96.7	120.6	96.1	96.4	100.4	99.8	95.1	108.9	97.9
